Bioassay records deposited in PubChem BioAssay by several laboratories.
TNAP inh no acc: blocks human TNAP activity with no phosphate acceptor present | AID 1012 | hit rate 0.26% among 200,000 | inhibition, % at 20 µM | P05186 | purified TNAP, CDP-star luminescence, 30 min;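 active means tissue-nonspecific alkaline phosphatase inhibition above about 50% at 20 µM in the single-dose screen, limit read from the data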;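 further: 0% = DMSO negative control and 100% = EDTA positive control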
Redox H2O2 prof: compounds producing H2O2 with reducing agent – biochemical, NIH compound library profiling, artefact control for MLSCN library redox annotation, primary screen; DTT-dependent redox cycling H2O2, phenol red/HRP absorbance; 100% = 100 µM peroxide control, 0% = buffer; activation, % at 10 µM; hit rate 0.03% among 200,000;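 active means activation of at least 50% relative to the plate's high and low controls in the primary single-dose screen; inactive means activation below 50%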;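 further: compound incubated with DTT at 0.8 mM final as the reducing agent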
S1P3 antagonist: blocks the human S1P3 receptor; Q99500; CHO S1P3 NFAT-BLA reporter, FRET fluorescence, antagonist mode; inhibition, % at 4.98 µM; hit rate 0.27% among 170,000;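 active means inhibition above the plate cutoff, the mean inhibition of test wells on that plate plus 3 SD, cut at about 28% in these data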;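 further: cells challenged with S1P at its EC80 of 0.8 µM; blue over green emission ratio from cleaved BLA substrate after 4 h stimulation; 0% = S1P-stimulated wells and 100% = unstimulated DMSO-only wells; some compounds past the cut are filed as inactive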
Target sequence (Q99500 whole entry, looked up): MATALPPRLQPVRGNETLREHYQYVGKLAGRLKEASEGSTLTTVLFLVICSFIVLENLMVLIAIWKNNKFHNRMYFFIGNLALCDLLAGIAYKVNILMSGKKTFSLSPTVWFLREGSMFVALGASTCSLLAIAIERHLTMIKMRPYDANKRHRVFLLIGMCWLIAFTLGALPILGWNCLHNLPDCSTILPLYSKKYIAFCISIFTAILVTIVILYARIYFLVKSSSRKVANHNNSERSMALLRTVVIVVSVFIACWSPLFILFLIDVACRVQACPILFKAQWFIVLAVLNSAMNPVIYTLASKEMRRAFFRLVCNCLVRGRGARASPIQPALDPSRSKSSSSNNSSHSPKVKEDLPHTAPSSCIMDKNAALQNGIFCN
RAM network inh: blocks the yeast RAM network | S. cerevisiae dse1pr::URA3 reporter, 5-FOA growth OD615, 2 d; analog-sensitive cbk1-as2 kinase mutant strain | inhibition, % at 50 µM | hit rate 1.8% among 190,000 | AID 868;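 active means inhibition above a set limit, 3 SD over mean compound inhibition, cut at about 8.4% in these data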;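 further: 0% = DMSO-only wells with no growth and 100% = 10 µM 1-NA-PP1 full growth; inhibition rescues growth on 5-FOA so higher OD means more RAM inhibition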
TNAP inh hi DEA: inhibitors of human TNAP at high phosphate acceptor concentration; P05186; hit rate 0.03% among 200,000; purified TNAP, CDP-star luminescence, 1 M DEA; inhibition, % at 20 µM;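 active means over 50% inhibition of tissue-nonspecific alkaline phosphatase at 20 µM in the single-dose screen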;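 further: plate controls were DMSO wells for no effect and EDTA-quenched wells as full inhibition for full effect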
Hsp70 activator: Hsp70 transcriptional activation, primary screen; hit rate 0.04% among 200,000; activation, % at 10 µM; HeLa Hsp70 promoter luciferase reporter, luminescence; scaled: vehicle 0, proteasome-inhibitor control 100%;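 active means activation above the mean across all tested compounds plus 3 SD, cutoff set per campaign, cut at about 5.5% in these data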;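 further: 100% = MG132 at 30 µM as the positive control and 0% = DMSO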
HMGR II inh: E. faecalis class II HMG-CoA reductase inhibition; inhibition, % at 10 µM; purified E. faecalis HMGR, NADPH absorbance 340 nm kinetic; AID 1066; hit rate 0.41% among 190,000;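 active means inhibition above a set limit, the median over all tested compounds plus 3 SD, cut at about 9.5% in these data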;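 further: enzyme runs in reverse so mevalonate oxidation gives rising NADPH absorbance; 0% = complete reaction with DMSO and 100% = background rate lacking mevalonate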
L major viab: Leishmania major promastigote growth inhibition; Leishmania major promastigotes, resazurin fluorescence viability; inhibition, % at 10 µM; hit rate 9% among 200,000; in the data active means inhibition above about 50%;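 further: promastigotes grown with compound for 44 hours at 28 °C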
PMI act satM6P: activators of human phosphomannose isomerase at near-saturating mannose 6-phosphate. AID 1216. activation factor at 20 µM. hit rate 0.34% among 190,000. coupled PMI enzyme assay, resazurin fluorescence, 20 min; hits give high values; 1 = untreated enzyme, 0 = substrate-free blank. P34949;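 active means activation factor of 2 or more at 20 µM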
Target sequence (P34949 whole entry, looked up): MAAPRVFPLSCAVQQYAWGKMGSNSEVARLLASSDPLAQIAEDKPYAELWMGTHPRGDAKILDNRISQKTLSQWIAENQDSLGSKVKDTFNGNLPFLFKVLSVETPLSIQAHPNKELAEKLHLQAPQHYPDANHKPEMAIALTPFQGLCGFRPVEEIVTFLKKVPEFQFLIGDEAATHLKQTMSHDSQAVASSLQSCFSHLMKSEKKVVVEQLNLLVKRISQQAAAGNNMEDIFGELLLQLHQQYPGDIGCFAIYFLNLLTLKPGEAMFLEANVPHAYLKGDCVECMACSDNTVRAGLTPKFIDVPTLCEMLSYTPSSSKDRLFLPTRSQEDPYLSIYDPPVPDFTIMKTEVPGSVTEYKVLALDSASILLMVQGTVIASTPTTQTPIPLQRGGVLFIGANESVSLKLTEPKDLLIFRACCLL
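Test system: human phosphomannose isomerase with PGI, G6PDH, diaphorase coupling enzymes; Amount: PMI at 15 ng/mL final; Reagent: Mannose-6-phosphate 1.0 mM (near-saturating) plus 0.22 mM NADP+; Timing: 20 min, room temperature; Technique: resorufin fluorescence at Ex 544/Em 590 nm; Dosing: 20 µM single dose.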
PMI act: phosphomannose isomerase (human) activation; activation factor at 20 µM; purified human PMI, coupled resazurin fluorescence, 20 min; hits give high values; 1 = vehicle control, 0 substrate-free wells; hit rate 0.005% among 190,000;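 active means activation factor of 2 or more at 20 µM, relative to plate controls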
* = called active by the depositor; nt = not tested or not shown.

1. N/C(=N\OC(=O)/C=C/c1ccccc1)c1cccnc1
2. CCC(=O)N=c1sc2cc(F)cc(F)c2n1C
3. Cc1ccccc1Nc1nc(N)nc(COC(=O)c2ccc(S(=O)(=O)N(C)C)cc2)n1
4. COc1cccc(-n2cc(CNCc3cn(C)nc3-c3ccccc3F)cn2)c1
5. Cc1ccccc1Nc1nc(N)nc(CN2CCN(c3ccccn3)CC2)n1
6. O=C(NCCO)c1ccc(CSc2nc3ccccc3[nH]2)cc1
7. COc1cc(CCC(=O)Nc2ccc(Cl)c(C(F)(F)F)c2)cc(OC)c1OC
8. CCCOc1ccc(N2C(=O)CC(N3CCN(CCN=CC4C(=O)CC(C)(C)CC4=O)CC3)C2=O)cc1 (stereo unspecified)

entry no.,1,2,3,4,5,6,7,8
TNAP inh hi DEA,-4,nt,0,-6,-4,-2,-8,-6
Redox H2O2 prof,-1.9,-1.7,-0.8,-0.9,2.0,-0.1,-0.3,-1.1
RAM network inh,0.9,nt,1.2,0.4,0.6,-0.3,2.2,0.2
HMGR II inh,-1,nt,-7,-3,-3,0,0,-5
S1P3 antagonist,10,-32,-17,-7,3,-1,-15,-3
TNAP inh no acc,-8,nt,-6,-8,-8,-18,-13,-5
L major viab,2,1,67*,1,0,-3,37,3
PMI act,0.9,nt,0.8,0.9,1,0.9,0.8,1
PMI act satM6P,0.9,nt,1,0.9,1.2,1,0.8,1.1
Hsp70 activator,-0.2,-0.1,-0.2,-0.3,-0.4,-0.3,-0.2,0.1

Brought forward from above: 2 compounds; new compounds follow.
7. COc1cc(CCC(=O)Nc2ccc(Cl)c(C(F)(F)F)c2)cc(OC)c1OC
8. CCCOc1ccc(N2C(=O)CC(N3CCN(CCN=CC4C(=O)CC(C)(C)CC4=O)CC3)C2=O)cc1 (stereo unspecified)
9. CC1=C(C(=O)OCc2ccccc2)C(c2ccc([N+](=O)[O-])cc2)NC(=O)N1CCCCCC(=O)O (stereo unspecified)
10. CC(=O)c1ccc(OCCCC(=O)NCC(c2ccco2)N(C)C)cc1 (stereo unspecified)
11. O=C(COc1ccc(Br)cc1)OCc1nnc(-c2ccccc2)o1
12. CC(C)CN1CCNC(=O)C1CC(=O)N(C)CC1CCOCC1 (stereo unspecified)
13. O=C(O)CCn1c(C(=O)O)cc2sccc21
14. COc1cc2nc(CN(C)Cc3ccc(OC)c(OC)c3OC)[nH]c(=O)c2cc1OC
15. O=C(O)COc1ccccc1Cc1ccccc1
16. Cc1ccc(-c2cc(C(=O)OCn3nnc4ccccc4c3=O)c3ccccc3n2)cc1

entry no.,7,8,9,10,11,12,13,14,15,16
TNAP inh hi DEA,-8,-6,0,-2,-7,-5,0,0,-4,-3
Redox H2O2 prof,-0.3,-1.1,0.3,-0.4,0.6,-0.2,0.1,-1.0,-0.1,0.0
RAM network inh,2.2,0.2,14*,0.7,1.9,0.6,0.5,4.4,-0.1,5.0
HMGR II inh,0,-5,-8,-2,-3,-5,0,-9,-5,-5
S1P3 antagonist,-15,-3,-1,nt,-16,-14,nt,0,-2,1
TNAP inh no acc,-13,-5,-8,-3,-15,-7,-4,-29,-11,-4
L major viab,37,3,-8,2,-9,9,-5,9,-3,16
PMI act,0.8,1,1.1,1.1,0.9,0.9,0.9,0.9,1,0.8
PMI act satM6P,0.8,1.1,1.1,0.9,0.9,0.7,0.9,0.9,1,0.9
Hsp70 activator,-0.2,0.1,-0.3,-0.2,0.0,-0.2,-0.4,-0.3,-0.2,-0.1

17. O=C(NC(=S)Nn1cnc2c(cnn2-c2ccccc2)c1=O)c1ccccc1
18. O=C(COC(=O)Cc1ccc(Cl)cc1Cl)Nc1ccc(OC(F)F)cc1
19. CCOC(=O)c1c(C)[nH]c(C)c1C(=O)COC(=O)c1ccc(O)cc1
20. c1ccc(-c2nnc(C(c3ccccc3)c3ccccc3)o2)cc1
21. CCOc1ccc(C2C(C(=O)c3cccs3)=C(O)C(=O)N2Cc2cccnc2)cc1 (stereo unspecified)
22. O=C(CN1CCN(c2ncccn2)CC1)N1CCCC1
23. Nc1nc(SCC(=O)c2cc(F)ccc2F)n[nH]1
24. COc1ccc(/C=N/NC(=O)c2nn(-c3ccc(C)c(C)c3)c(=O)c3ccccc23)cc1

entry no.,17,18,19,20,21,22,23,24
TNAP inh hi DEA,-2,2,-6,-6,-2,-2,-4,-5
Redox H2O2 prof,0.3,-0.6,-0.5,0.5,-1.2,-0.2,-0.6,2.0
RAM network inh,5.5,10*,0.9,4.0,4.3,-0.1,3.0,1.6
HMGR II inh,5,0,-8,-3,-1,5,-4,-1
S1P3 antagonist,-12,6,4,-3,-18,-3,-6,nt
TNAP inh no acc,4,-7,-9,4,-7,-8,-29,2
L major viab,-8,70*,16,-7,-8,-7,3,28
PMI act,0.9,0.8,0.9,1,1.3,0.9,0.8,0.9
PMI act satM6P,0.9,0.8,1,1,1.3,0.9,0.9,0.8
Hsp70 activator,-0.3,-0.3,0.1,-0.4,-0.1,0.2,-0.3,-0.3

25. COc1ccccc1N1CCN(C(=O)COc2ccc(S(=O)(=O)NC(C)(C)C)cc2)CC1
26. COCc1cc(C)nc(OCC(=O)N/N=C/c2ccc(O)cc2)c1C#N
27. O=C(CCCc1c[nH]c2ccccc12)NCC1COc2ccccc2O1 (stereo unspecified)
28. Cc1ccc2c(c1)C(N1CCCC1=O)CC(c1ccco1)N2 (stereo unspecified)
29. C(=N\N(Cc1ccccc1)c1ccccc1)/c1ccco1
30. CCN(CC)CCN=CC1=C(O)CNC1=O
31. COc1ccccc1N(CC(=O)NCc1ccc(F)cc1)C(=O)CCC(=O)Nc1ccccn1
32. C=CCN(CC=C)S(=O)(=O)c1ccc(NC(=S)NC(=O)/C=C/c2cccc3ccccc23)cc1

entry no.,25,26,27,28,29,30,31,32
TNAP inh hi DEA,-6,-1,-4,-4,-4,-4,-5,-2
Redox H2O2 prof,-0.9,-0.5,-0.2,-0.1,0.1,-2.7,-0.2,0.3
RAM network inh,-0.2,1.2,2.1,0.4,1.5,-0.3,0.5,2.0
HMGR II inh,-1,0,0,4,0,1,3,-5
S1P3 antagonist,6,-29,-4,0,0,-30,0,nt
TNAP inh no acc,-1,-5,-5,10,-8,-11,-12,-6
L major viab,12,-1,55*,-1,-6,-2,-8,3
PMI act,1,0.9,1,1.4,0.8,1.1,1,0.8
PMI act satM6P,1.1,0.9,1,1.5,0.8,1,1,0.9
Hsp70 activator,-0.3,-0.4,-0.2,0.0,0.6,-0.1,-0.1,-0.4

33. CCOC(=O)CSc1nc(-c2ccc(OC)cc2)ns1
34. COc1ccc(-c2nnc(SCC(=O)N3CCCCC3)o2)cc1OC
35. O=C(Nc1nccs1)c1ccc(N2C(=O)C3CCCCC3C2=O)cc1 (stereo unspecified)
36. CCCCn1cc(C(C)(C)C)c(C#N)c1NC(C)=O
37. COC(=O)c1nnn(-c2nonc2N)c1-c1cccs1
38. CCOC(=O)N1CCN(C(=O)c2cnn3c(C)c(Cc4ccc(C)cc4)c(C)nc23)CC1
39. COC(=O)c1ccc(NC(=O)Nc2ccc(F)cc2F)cc1
40. Cc1cc(NC(=O)Cn2c(=O)c3c(ncn3CCC(C)C)n(Cc3ccccc3)c2=O)no1
41. Cc1c(O)ccc(C(=O)COc2ccc(F)cc2)c1O
42. CCC(=O)N1C(=O)CCN(C(C)=O)c2ccccc21
43. CS(=O)(=O)Nc1ccc(C(=O)NCCSCc2ccccc2)cc1

entry no.,33,34,35,36,37,38,39,40,41,42,43
TNAP inh hi DEA,0,0,1,-7,-4,-3,-6,-7,-2,-1,1
Redox H2O2 prof,-0.1,0.3,-0.3,-2.9,-5.3,0.0,0.1,3.7,-8.4,2.4,-0.3
RAM network inh,1.7,1.9,0.9,1.6,2.7,2.0,4.2,1.3,1.3,2.0,3.1
HMGR II inh,2,1,-2,2,-4,-1,-1,0,3,4,0
S1P3 antagonist,11,-13,-15,-5,26,nt,-16,-2,nt,1,0
TNAP inh no acc,0,-7,-2,12,0,-9,-8,-6,4,-9,5
L major viab,-9,-8,-6,11,-1,-4,-4,19,-5,-1,-1
PMI act,0.8,0.8,0.9,1,1,1,0.9,1.1,1,1,0.9
PMI act satM6P,0.8,0.8,1,1,1,1,0.9,1.2,1,1,0.9
Hsp70 activator,0.1,0.0,-0.2,-0.5,-0.4,-0.5,0.0,-0.3,0.3,-0.2,0.1

Some of these compounds in order of SMILES length, ascending.
33. CCOC(=O)CSc1nc(-c2ccc(OC)cc2)ns1
36. CCCCn1cc(C(C)(C)C)c(C#N)c1NC(C)=O
34. COc1ccc(-c2nnc(SCC(=O)N3CCCCC3)o2)cc1OC
35. O=C(Nc1nccs1)c1ccc(N2C(=O)C3CCCCC3C2=O)cc1 (stereo unspecified)
38. CCOC(=O)N1CCN(C(=O)c2cnn3c(C)c(Cc4ccc(C)cc4)c(C)nc23)CC1

entry no.,33,36,34,35,38
TNAP inh hi DEA,0,-7,0,1,-3
Redox H2O2 prof,-0.1,-2.9,0.3,-0.3,0.0
RAM network inh,1.7,1.6,1.9,0.9,2.0
HMGR II inh,2,2,1,-2,-1
S1P3 antagonist,11,-5,-13,-15,nt
TNAP inh no acc,0,12,-7,-2,-9
L major viab,-9,11,-8,-6,-4
PMI act,0.8,1,0.8,0.9,1
PMI act satM6P,0.8,1,0.8,1,1
Hsp70 activator,0.1,-0.5,0.0,-0.2,-0.5
